# hcDAF12 agonist: H. contortus DAF-12 activation, primary screen | 370,000 compounds, 1.4% hits | activation, % at 6.8 µM | HEK293 hcDAF-12 lit1-tk-luc reporter, luminescence; 0% DMSO, 100% Δ7-dafachronic acid;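 active means activation above the mean of all tested compounds plus 3 SD, cut at about 5.5% in these data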;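 further: 100% = response to 3 µM Δ7-dafachronic acid high control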
# ADAM17 inh: ADAM17 inhibition, QFRET primary screen | P78536 | AID 720648 | 370,000 compounds, 0.83% hits | inhibition, % at 6.95 µM | recombinant ADAM17, EDANS/DABCYL FRET peptide cleavage;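 active means inhibition above the mean of compounds lying between control limits plus 3 SD, set per campaign, cut at about 8.5% in these data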;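 further: 0% = DMSO-only wells as the low control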
# Target sequence (P78536 215-824 limits assumed): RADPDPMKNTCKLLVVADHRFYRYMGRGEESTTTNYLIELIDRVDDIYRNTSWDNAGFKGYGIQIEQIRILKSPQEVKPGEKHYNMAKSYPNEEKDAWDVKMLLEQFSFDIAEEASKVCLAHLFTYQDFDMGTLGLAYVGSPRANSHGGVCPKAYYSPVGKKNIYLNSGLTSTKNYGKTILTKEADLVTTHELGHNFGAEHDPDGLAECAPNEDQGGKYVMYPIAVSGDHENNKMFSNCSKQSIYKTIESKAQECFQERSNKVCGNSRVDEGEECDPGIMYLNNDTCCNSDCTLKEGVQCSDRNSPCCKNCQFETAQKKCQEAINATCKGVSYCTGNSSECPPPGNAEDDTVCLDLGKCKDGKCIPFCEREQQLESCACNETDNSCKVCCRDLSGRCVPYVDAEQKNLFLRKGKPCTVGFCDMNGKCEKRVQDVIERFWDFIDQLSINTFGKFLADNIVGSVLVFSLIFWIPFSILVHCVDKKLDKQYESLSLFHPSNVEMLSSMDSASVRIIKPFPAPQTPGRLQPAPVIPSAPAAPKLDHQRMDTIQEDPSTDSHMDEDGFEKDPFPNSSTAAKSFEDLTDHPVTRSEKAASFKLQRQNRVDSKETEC
# MBD2 DNA inh: blocks human MBD2 binding to methylated DNA; inhibition, % at 4.4 µM; TR-FRET, MBD2 binding to methylated oligonucleotide; 370,000 compounds, 0.31% hits; in the data active means inhibition above about 13%
# PLC-gamma1 inh: inhibitors of human phospholipase C gamma1 | AID 720700 | P19174 | purified PLC-gamma1, fluorogenic substrate, fluorescence | inhibition, % at 12.2 µM | 370,000 compounds, 0.84% hits; in the data active means inhibition above about 9.5%
# hgDAF-12 ag: hgDAF-12 agonism, primary luciferase screen; AID 687014; 370,000 compounds, 1.8% hits; activation, % at 6.8 µM; HEK293 GAL4-hgDAF12 UAS-luciferase reporter, agonist luminescence; normalized to butyrate control;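 active means activation above a cutoff set at the mean of all screened compounds plus 3 SD, cut at about 10% in these data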;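 further: 0% = DMSO wells and 100% = sodium butyrate wells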
# PLCb3 inh: blocks human PLC-beta3 enzyme activity | Q01970 | AID 720704 | Purified PLC-beta3, fluorogenic substrate, fluorescence | 370,000 compounds, 0.18% hits | inhibition, % at 12.2 µM; in the data active means inhibition above about 11%;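 further: 0% = median of compound wells on plate and 100% = full blocker control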
# DAX1 inh-1: inhibits human nuclear receptor DAX1; AID 504766; HEK293 Gal4-DAX1 luciferase reporter, luminescence; P51843; inhibition, % at 6.75 µM; 340,000 compounds, 0.99% hits;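 active means inhibition above the mean over all tested compounds plus 3 SD, cut at about 4.2% in these data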;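 further: 0% = DAX1-transfected cells with DMSO and 100% = empty-vector control cells with DMSO; inhibition shows as a rise in luminescence from relieved DAX1 repression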
# Target sequence (P51843 207-470 limits assumed): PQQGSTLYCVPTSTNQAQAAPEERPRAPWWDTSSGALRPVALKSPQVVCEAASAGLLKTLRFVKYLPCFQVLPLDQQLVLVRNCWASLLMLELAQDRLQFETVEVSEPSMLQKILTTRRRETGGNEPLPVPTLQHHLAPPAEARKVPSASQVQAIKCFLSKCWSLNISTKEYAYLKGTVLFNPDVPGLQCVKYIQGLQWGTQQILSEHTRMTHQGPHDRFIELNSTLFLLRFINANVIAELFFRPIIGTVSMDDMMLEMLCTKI
# SMARCA2 act: activators of SMARCA2 function. activation, % at 9.1 µM. MG213 cells, MMTV-luciferase reporter, dexamethasone, overnight. 370,000 compounds, 1% hits; in the data active means activation above about 7.8%;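 further: 0% = vehicle wells and 100% = reference activator wells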
# ssDAF12 agonist: S. stercoralis DAF-12 activation, primary screen; activation, % at 6.8 µM; AID 652126; HEK293 ssDAF-12/GRIP1 lit1-tk-luc reporter, luminescence; % of 3 µM dafachronic acid response; 370,000 compounds, 1% hits;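 active means activation above the mean over all tested compounds plus 3 SD, cut at about 0.9% in these data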;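 further: 0% = DMSO-only wells and 100% = 3 µM delta7-dafachronic acid wells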
# DAX1 inh-2: inhibitors of DAX1 repression of SF-1 activated StAR promoter; HEK293T StAR-luciferase reporter, SF-1/DAX-1 repression relief; inhibition, % at 6.8 µM; 370,000 compounds, 1.1% hits; AID 652010;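 active means inhibition above the mean over all tested compounds plus 3 SD, cut at about 3.6% in these data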;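 further: 0% = DAX-1 cells with DMSO and 100% = cells lacking DAX-1 with DMSO; higher inhibition means more luminescence from relief of DAX-1 repression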
# NR1D1 modulator: modulators of human Rev-erb alpha DNA binding. activity, % at 10 µM. Rev-erbα–FITC-DNA binding, fluorescence polarization, 90 min. 370,000 compounds, 0.79% hits;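 active means activity above about 14%, limit read from the data; passing the limit was not always enough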;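 further: 0% = DMSO wells with 35 nM protein and 100% = DMSO wells with 750 nM protein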
# Active calls of the source: *; . = no result given.
SMILES,hcDAF12 agonist,ADAM17 inh,MBD2 DNA inh,PLC-gamma1 inh,hgDAF-12 ag,PLCb3 inh,DAX1 inh-1,SMARCA2 act,ssDAF12 agonist,DAX1 inh-2,NR1D1 modulator
O=C(O)C1CC(c2ccccc2F)=NO1 (stereo not given),-1.0,-2,-5,5,0.7,-1,1.4,3,-1.3,0.2,0
COc1ccccc1-c1nnc2n1N=C(C(C)(C)C)CS2,-0.9,2,-2,7,0.0,5,-1.2,-2,-1.7,0.1,2
c1ccc2c(c1)CC(CN1CCNCC1)O2 (stereo not given),-1.1,3,2,0,-0.2,-6,-0.9,-1,-0.9,0.0,-1
COc1ccc(S(=O)(=O)N(C)c2nc3ccccc3n3c(CC(C)C)nnc23)cc1,0.8,3,-4,4,-2.5,-5,0.6,2,-1.1,-1.3,-5
COc1ccc(CNC(=O)C2(c3ccc(Cl)cc3)CC2)cc1,-2.6,3,-6,14*,1.2,10,0.0,-4,-1.8,-0.3,0
Cc1ccc(NC(=O)CSc2nnc(/N=C/N(C)C)s2)cc1,-1.6,1,-3,1,3.2,-2,0.9,-2,-1.7,0.0,-3
COc1cc(OC)c2c(-c3cccc(-c4cccc(C)c4)c3)cc(=O)oc2c1,-1.9,-2,0,-16,5.8,-26,-2.2,0,-0.8,-3.4,3
O=C(Nc1ccc2c(c1)CCC2)c1ccc(Br)o1,5.8*,2,3,0,13*,-1,2.9,-1,0.3,2.2,3
OCCNc1ncnc2c1ncn2[C@H]1CN(Cc2ccncc2)C[C@@H](CO)O1,-0.3,-5,5,3,1.2,-3,.,-1,-0.1,-0.8,1
COc1ccccc1N1CCN(C(=O)c2nn(-c3ccccc3OC)c(=O)c3ccccc23)CC1,-3.3,-5,4,-1,-4.6,2,-1.0,0,-1.6,-0.6,-4
C=CCNc1ncnc2c1ncn2[C@H]1CN(CCc2ccccc2)C[C@@H](CO)O1,-1.3,-7,2,3,1.6,-2,.,-3,-0.9,-0.6,3
COc1cc2cc(C(=O)N3CCN(Cc4ccc5c(c4)OCO5)CC3)[nH]c2cc1OC,-2.6,-48,-6,-80,-1.8,-130,0.5,-1,-1.0,-0.1,4
CCn1c(SCc2nc3ccccc3s2)nnc1-c1cccs1,4.5,-2,-1,-10,9.1,-12,1.2,3,0.0,0.5,2
COc1ccc(CCN(C)C(=O)c2ccc(OCC(=O)N3CCOCC3)c(OC)c2)cc1OC,-0.1,-4,7,6,-1.3,-6,-0.3,0,-0.9,0.1,0
CN1C(=O)CC(N2CCC(c3nc4ccccc4s3)CC2)C1=O (stereo not given),2.7,-2,3,-2,0.9,0,-1.3,-1,-0.7,-0.2,4
Cc1c(N=C2NN=C(c3c[nH]c4ccccc34)CS2)c(=O)n(-c2ccccc2)n1C,7.0*,-15,-5,-18,1.9,-35,-1.2,0,0.0,-0.8,-5
Cn1c(=O)oc2cc(S(=O)(=O)N3CCOCC3)ccc21,1.2,-3,0,5,-0.9,3,-0.1,0,-1.4,0.1,-6
C=CCn1c(Sc2nnc(C)s2)nc2c1c(=O)[nH]c(=O)n2C,-0.5,2,-1,2,0.2,3,2.0,-4,-0.6,-0.6,-4
COC(=O)[C@H](CCSC)NC(=O)Nc1ccc(C(C)C)cc1,-1.3,-5,8,-1,0.8,0,1.0,0,-1.6,0.1,-5
O=C(Nc1ccc(Cl)c(Cl)c1)c1ccc(Cn2c(=O)[nH]c3ccsc3c2=O)cc1,-0.2,5,0,2,1.9,-1,0.1,-3,-0.8,3.0,11
Nc1ccccc1SC1CC(=O)N(c2ccccc2Cl)C1=O (stereo not given),-0.5,-2,0,-2,-1.7,-5,-0.3,3,-0.1,-0.7,5
CC(=O)Nc1ccc(NC(=O)CSc2nnc(NC(=O)C3CC3)s2)cc1,1.7,-3,6,2,1.6,-10,6.5*,-2,-0.7,-4.3,-6
CNC(=O)c1cc(S(=O)(=O)NCc2ccncc2)ccc1OC,-0.6,-1,-5,-1,-0.5,-4,0.4,-2,-1.4,-0.1,3
CC(C)CCNC(=O)c1nnc(Cc2ccc(Cl)cc2)o1,-3.3,-4,3,2,-0.8,1,-0.7,-2,-1.2,0.1,-4
COc1ccc2c(=O)c3c(=O)n(CCc4ccccc4)c(C)nc3oc2c1,2.9,-6,4,-5,0.2,-6,.,-3,0.3,-0.1,0
Cc1ccc(N(C)/N=C/c2ccc(Cl)cc2Cl)nn1,-2.9,-1,0,2,2.3,-4,2.8,5,-1.1,0.4,-6
CCCOc1nc2ccccc2cc1/C=C/C(=O)O,1.5,-120,3,-322,-0.3,-384,-2.0,-3,-0.4,-0.3,-2
Cc1cc(OCC(=O)Nc2ccccc2F)nc(C(C)C)n1,-1.9,-5,5,-2,-0.7,-5,0.6,0,-1.6,0.0,-1
CC(=Nc1ccc(O)cc1)c1sc2ccccc2c1O,5.2,-2,-5,-27,12*,-32,1.1,1,0.4,0.1,8
CCN(CC)S(=O)(=O)c1ccc(C(=O)NCC(=O)N/N=C/c2ccccc2OC)cc1,-0.2,0,0,-2,0.3,-9,-0.8,0,-1.2,-0.8,-8
c1ccc2c(c1)OCC(CNc1ncnc3nc[nH]c13)O2 (stereo not given),-2.7,-1,-2,0,0.0,-1,-1.0,-2,-1.6,-1.4,3
CCOC(=O)C(=NCCOC)NNc1cc(Cl)ccc1Cl,-2.6,4,0,-3,-2.1,-4,1.6,-5,-1.2,-0.8,1
O=C(CN1C(=O)c2ccc([N+](=O)[O-])cc2C1=O)Nc1nnc(C2CC2)s1,2.2,-4,7,2,-2.4,-4,-0.8,-4,-0.7,1.0,-1
CC(=O)c1c(C)[nH]c(C(=O)OCC(=O)Nc2cc(S(=O)(=O)N3CCCC3)ccc2Cl)c1C,-3.5,0,-2,2,-1.3,-4,-3.0,-4,-1.4,-0.8,8
CN(C)C(=S)SCC(=O)Nc1ccc(Cl)cc1Cl,0.0,0,-8,0,3.0,1,0.8,0,-0.7,0.8,-4
CC1CCN(C(=O)Cn2c(=O)n(CCCC(=O)NCc3ccco3)c(=O)c3sccc32)CC1,0.7,3,-10,13*,-1.4,-2,-0.3,-3,-1.4,-0.3,2
Cc1ccccc1CNC(=O)C(=O)NCCC1CCCCN1S(=O)(=O)c1ccccc1 (stereo not given),1.0,2,2,1,0.5,3,0.3,-1,-0.8,-0.9,-4
Cc1ccc(-n2nnnc2SCC(=O)N2CC(=O)Nc3ccccc32)cc1,-0.2,-2,1,-1,-0.2,-2,-0.7,-2,-1.0,-0.5,-1
Cc1ccccc1CS(=O)(=O)Cc1ccc(C(=O)Nc2ccc(F)cc2)o1,-5.7,-4,0,6,-7.5,2,.,-7,-2.0,-3.7,2
O=C(c1ccccc1)C1N=NCC1c1ccc(Cl)cc1 (stereo not given),-0.7,-1,-1,-4,4.6,-8,1.4,0,-0.2,-0.6,3
Cc1cc(C)nc(N/N=C/c2ccccc2OCc2cccc(Br)c2)n1,-2.9,3,6,0,-0.5,-1,-0.2,-4,-1.9,-0.2,2
O=C(CC(C(=O)O)c1c[nH]c2ccccc12)c1ccccc1 (stereo not given),4.5,-3,-4,-3,2.4,-12,1.9,-2,0.4,0.7,0
CC1(NC(=O)c2ccccc2)CCN(CCc2cccs2)C1=O (stereo not given),-0.2,-1,-1,0,0.1,1,0.5,-1,-0.7,-0.3,-8
O=C(Nc1nc(-c2ccc([N+](=O)[O-])cc2)cs1)c1c(F)cccc1F,-0.2,0,2,0,0.8,-6,-1.4,-1,-1.8,1.9,9
CC(NC(=O)C(=O)c1cn(CC(=O)N2CCCC2)c2ccccc12)c1ccccc1 (stereo not given),0.6,0,-5,-3,3.5,-3,-0.7,-2,-1.4,-0.9,3
CN(CC(=O)Nc1ccc(F)cc1)C(=O)c1cccc(S(=O)(=O)N2CCN(c3ccccc3)CC2)c1,-1.2,1,0,2,-4.1,-4,-1.5,-1,-1.6,-3.4,-4
Cn1c(COc2ccc(Cl)cc2)nnc1SCc1ncc(-c2ccccc2)o1,0.0,5,-4,4,-2.8,0,1.7,4,-1.5,-0.4,2
CC(=O)Nc1ccc(SCC(=O)c2ccc(Br)s2)cc1,-1.5,1,2,0,1.2,-1,1.4,2,0.1,-0.1,-1
CCOc1ccc(/C=N/OCC(=O)NC(c2ccccc2)c2ccccc2)cc1,-0.4,5,2,-1,-3.2,3,-1.4,-3,-1.8,-0.8,2
COC(=O)[C@]12C[C@H](CC(=O)NCCC(C)C)C(=O)N(Cc3ccc(Cl)cc3Cl)C1=C[C@H](COCc1ccccc1)O[C@@H]2C,-1.4,3,-3,1,0.6,4,.,-1,-0.9,-1.5,7
Cc1ccc(CNC(=O)CN2CCN(c3ccc(F)cc3)CC2)cc1,0.0,-2,0,-2,0.9,-11,-0.7,-2,-0.3,-0.5,-4
O=C(NC(=S)Nc1cccnc1Cl)c1ccc(Cl)cc1,10*,3,-3,-41,15*,-62,0.6,9.9*,1.1*,2.7,-2
Cc1ccc(C(=O)O/N=C(\N)c2ccccn2)c(Cl)c1,-6.6,0,-4,3,-15,2,-6.6,-8,-3.4,-2.0,-3
CCCCOc1ccc(C(C)(O)CCN2CCOCC2)cc1 (stereo not given),-1.8,-7,2,0,0.3,1,0.0,2,-1.5,-0.1,-1
Cc1cc(-c2ccccc2)nc(N/N=C/c2ccc(N(C)C)cc2)n1,-1.7,2,-8,-36,2.7,-48,0.3,1,-1.4,0.0,-5
O=C1[C@H]2[C@@H](c3ccccc3)N[C@]3(CCCN(Cc4ccc(Br)cc4)C3=O)[C@H]2C(=O)N1Cc1ccccc1,-0.8,3,3,-3,-2.5,4,0.9,-4,-1.5,-2.2,8
CCC(C)[C@H]1CN=C(N)N1CCc1cc(C(F)(F)F)cc(C(F)(F)F)c1 (stereo not given in full),-1.2,-1,-4,0,1.9,5,1.8,1,-1.4,-0.1,0
Cc1ccc(NC(=S)NCCSc2ccc(Cl)cc2)c(C)c1,-2.3,5,4,0,-3.8,0,0.4,0,-0.4,-0.3,9
O=c1c2cc3ccccc3nc2ncn1CCc1ccc(Cl)cc1,1.7,-42,-2,-21,2.2,-30,.,2,-0.5,2.1,5
CS(=O)(=O)c1ccc(C(=O)OCC(=O)NC(=O)C2COc3ccccc3O2)cc1[N+](=O)[O-] (stereo not given),0.3,-3,2,0,0.0,-7,0.9,-2,-1.2,0.2,-1

# Marked active in ssDAF12 agonist, among the entries above:
SMILES | hcDAF12 agonist | ADAM17 inh | MBD2 DNA inh | PLC-gamma1 inh | PLCb3 inh | DAX1 inh-1 | SMARCA2 act | ssDAF12 agonist | DAX1 inh-2 | NR1D1 modulator
O=C(NC(=S)Nc1cccnc1Cl)c1ccc(Cl)cc1 | 10* | 3 | -3 | -41 | -62 | 0.6 | 9.9* | 1.1* | 2.7 | -2

# Sorted by length of the SMILES (largest number first): 3 of the compounds above.
SMILES,hcDAF12 agonist,ADAM17 inh,MBD2 DNA inh,PLC-gamma1 inh,hgDAF-12 ag,PLCb3 inh,DAX1 inh-1,SMARCA2 act,ssDAF12 agonist,DAX1 inh-2,NR1D1 modulator
Cc1ccc(CNC(=O)CN2CCN(c3ccc(F)cc3)CC2)cc1,0.0,-2,0,-2,0.9,-11,-0.7,-2,-0.3,-0.5,-4
O=c1c2cc3ccccc3nc2ncn1CCc1ccc(Cl)cc1,1.7,-42,-2,-21,2.2,-30,.,2,-0.5,2.1,5
O=C(NC(=S)Nc1cccnc1Cl)c1ccc(Cl)cc1,10*,3,-3,-41,15*,-62,0.6,9.9*,1.1*,2.7,-2

# High-throughput results as filed in PubChem BioAssay.
